# HCMV antiviral – blocks human cytomegalovirus replication; HFF cells, HCMV-luciferase reporter, 72 h; hits give low values; activity change, negative = inhibition, % at 57.5 µM; 410,000 tested, 4.5% active; AID 1259415; in the data active means activity change below about -60%; inconclusive means no clear call, values can overlap the other calls; inactive means above about -39%
#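 Cell-based, HFFs, 1000 cells/well, 16 h 37C; cpds in DMSO + HCMV-luc, MOI 1 PFU/cell; 72 h 37C; OneGlo luminescence after 5 min RT; norm. to buffer vs Salinomycin 10uM.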
# AmpC inh detg – inhibitors of E. coli AmpC beta-lactamase with detergent; Potency, µM (highest dose often 114 µM), inactives show at the highest dose activity change, negative = inhibition, actives largely listed as inhibitors; AID 485294; 370,000 tested, 0.041% active; P00811; AmpC hydrolysis of nitrocefin, absorbance 480 nm, 0.01% Triton;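 further: potency means the concentration at half of the fitted maximal effect; 0% = no-compound wells and -100% = no-enzyme wells; nearly all actives have a fitted effect of over 25% in size; some results filed as inactive show a strong effect at the top dose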
# Target sequence (P00811 whole entry, looked up): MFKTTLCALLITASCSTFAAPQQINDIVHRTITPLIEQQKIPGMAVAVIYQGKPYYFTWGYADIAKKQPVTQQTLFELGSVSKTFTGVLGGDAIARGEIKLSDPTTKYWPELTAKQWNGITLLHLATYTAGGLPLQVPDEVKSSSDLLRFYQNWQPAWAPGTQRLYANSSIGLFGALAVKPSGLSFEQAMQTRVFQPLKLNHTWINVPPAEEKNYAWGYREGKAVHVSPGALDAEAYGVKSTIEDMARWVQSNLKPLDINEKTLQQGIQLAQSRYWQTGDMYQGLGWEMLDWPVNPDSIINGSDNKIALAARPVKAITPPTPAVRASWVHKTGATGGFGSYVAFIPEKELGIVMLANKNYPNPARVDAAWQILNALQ
#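 AmpC (5.3 nM in the dispensed reagent) in 20 mM phosphate pH 7.0 with 0.01% (detergent screen) or 0.0001% Triton X-100 was preincubated with compounds for 15 min at room temperature. Nitrocefin was then added from an 800 uM solution, and hydrolysis was followed at 480 nm.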
# Sm TGR inh – inhibitors of Schistosoma mansoni thioredoxin glutathione reductase; Potency, µM (doses to about 114 µM), for inactives: at the highest dose activity change, negative = inhibition, actives largely listed as inhibitors; 360,000 tested, 3% active; AID 485364; purified TGR, DTNB reduction, TNB absorbance 405 nm; further: potency means the concentration at half of the fitted maximal effect; nearly all actives have a fitted effect of over 60% in size
#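 Kinetic colorimetric format: TGR-catalysed, NADPH-driven DTNB reduction monitored via TNB absorbance. Enzyme dispensed at 20 nM; compound exposure 15 min at room temperature before reaction start.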
# FBPA Giardia inh – Giardia lamblia aldolase inhibition; 290,000 tested, 0.71% active; Potency, µM (highest dose often 59.6 µM), for inactives: top-dose activity, negative = inhibition, usual class: inhibitors; A8B2U2; purified Giardia FBPA; AID 2451; further: potency means the concentration at half of the fitted maximal effect; nearly all actives have a fitted effect of over 55% in size
# Target sequence (A8B2U2 whole entry, looked up): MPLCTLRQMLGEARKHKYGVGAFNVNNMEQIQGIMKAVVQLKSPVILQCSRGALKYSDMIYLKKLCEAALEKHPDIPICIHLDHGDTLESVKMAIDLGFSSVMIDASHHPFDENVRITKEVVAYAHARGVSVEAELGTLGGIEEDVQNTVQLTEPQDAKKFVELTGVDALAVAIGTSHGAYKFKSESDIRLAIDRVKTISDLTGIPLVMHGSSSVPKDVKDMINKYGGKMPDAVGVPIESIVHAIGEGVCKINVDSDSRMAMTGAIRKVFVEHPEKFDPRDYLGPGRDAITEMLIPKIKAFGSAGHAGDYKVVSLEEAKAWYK
#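 40 nM FBPA preincubated 10 min at RT with compound (up to 57.5 uM final), then substrate plus GAPDH/TPI/NAD/arsenate coupling and diaphorase/resazurin added. Fluorescence read after 20 min at RT, 525/598 nm.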
# HCV inhibitor – HCV inhibition; Potency, µM (titrated, usually from 41.8 µM), for the others: top-dose activity change, negative = inhibition, hits mostly inhibitors; Huh7.5.1 HCVcc-Cre infection, luciferase reporter, 44 h; 340,000 tested, 3.4% active; further: potency means the concentration at half of the fitted maximal effect
#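 Reporter virus HCVcc-Cre (~0.5 moi) infects cells exposed to compound; seeding density 1,000 cells/well with 4 h settling beforehand. Luminescence, 15 sec read, taken 44 h post-infection following a 15 min RT substrate incubation.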
# AmpC inh no detg – AmpC beta-lactamase inhibition without detergent | P00811 | AmpC nitrocefin hydrolysis, absorbance 480 nm, 0.0001% Triton | Potency, µM (doses to about 57.1 µM), inactives show at the top dose activity change, negative = inhibition, most hits filed as inhibitors | 330,000 tested, 0.52% active;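 further: potency means the concentration at half of the fitted maximal effect; plate controls were no compound for no effect and no enzyme for full effect; nearly all actives have a fitted effect of over 20% in size; some results filed as inactive show a strong effect at the top dose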
#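 AmpC (5.3 nM in the dispensed reagent) in 20 mM phosphate pH 7.0 with 0.01% (detergent screen) or 0.0001% Triton X-100 was preincubated with compounds for 15 min at room temperature. Nitrocefin was then added from an 800 uM solution, and hydrolysis was followed at 480 nm.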
# * = called active by the depositor; ? = inconclusive; / = not tested or not shown; [ ] = dose if it differs, or a comment. Unless noted, the call rests on the fitted dose curve; in most records, active means well fitted curve in the direction sought with a large enough effect; inconclusive means small, poorly fitted or top-dose-only effect, or another doubt; inactive means no such curve, though single readings can be large; an effect the other way counts as inactive or inconclusive. Unless noted, on the % scale 0 is the no-effect control and ±100 the full control effect.
# Each structure is followed by: HCMV antiviral, AmpC inh detg, Sm TGR inh, FBPA Giardia inh, HCV inhibitor, AmpC inh no detg
Cc1ccc(S(=O)(=O)NC(CC(=O)N2CCc3ccccc32)c2ccco2)cc1 (configuration not stated)
    -17, -23%, -4%, -7%, -8%, -4%
N#CCC(=N)N1CCN(c2ccccc2)CC1
    12, 0%, 15%, -1%, -15%, -33%
S=c1nc(SCc2ccccc2)[nH]c2ccccc12
    ?, -11%, -24%, 10%, -10%, -38%
CCCCCC(=O)NC(=S)Nc1ccc(Br)cc1C
    -23, -11%, -15%, 0%, 20%, -37%
COc1ccccc1NS(=O)(=O)c1cc(NC(=O)Cn2cnc3c2c(=O)n(C)c(=O)n3C)ccc1C
    -26, ?, -7%, 0%, 6%, 137%[activator]
Cc1cc(C)cc(OCC(=O)Nc2cccc(-c3nc4ccccc4[nH]3)c2)c1
    25, -2%, 10%, /, /, /
NC(=O)c1ccc(NC(=O)Cc2cccs2)cc1
    77, -2%, -7%, -9%, 20%, -41%
COc1cc(NC(=O)C2CCCCC2)c(OC)cc1NC(=O)CCC(=O)NCc1ccco1
    1, -6%, 0%, 0%, 10%, 11%
NC(=O)c1ccc(NC(=O)COc2coc(CN3CCc4ccccc4C3)cc2=O)cc1
    -30, -13%, -1%, /, -3%, -3%
C=CCNC(=O)c1onc(CSc2cccc(OC)c2)c1C(=O)O
    8, -6%, -27%, 16%, 20%, -23%
O=C(c1ccco1)N1CCN(c2cc(C(F)(F)F)nc3ncnn23)CC1
    5, ?, -26%, 6%, 10%, -12%
BrC(=C\c1ccccc1)/C=N/n1cnnc1
    -99*, -3%, -16%, 1%, 10µM*, -13%
CCOc1ccc(N=C2NC(=O)C(CC(=O)Nc3ccccc3)S2)cc1 (configuration not stated)
    -29, 5%, 9%, 9%, -3%, -20%
Cc1ccc(C(=O)N2CC(C(=O)O)C2)cc1
    9, -3%, 4%, 0%, 10%, -6%
O=C(O)c1cc(-n2nnnc2SCc2ccc([N+](=O)[O-])cc2)ccc1Cl
    -5, 1%, 12%, -1%, 24%, -19%
COc1cccc(C(=O)NCC(c2cccs2)N2CCc3ccccc32)c1 (configuration not stated)
    11, -14%, -3%, /, ?, -23%
COC(=O)c1cc(OC)c(OC)cc1NC(=O)Nc1ccc(OC)cc1
    -17, 7%, -5%, 0%, 6%, -9%
CN1CCN(c2ccc(NC(=O)c3ccccc3)cc2)CC1
    18, -1%, 8%, 7%, 7%, -14%
CC(NC(=O)c1sc2ccccc2c1Cl)C1CCCO1 (configuration not stated)
    28, -5%, -4%, 0%, -18%, -13%
COc1cc(C(=O)NCc2ccc3c(c2)cc(C)n3C)cc(OC)c1OC
    78, 5%, 13%, -5%, ?, 37%
CCN1C(=O)[C@@H]2[C@@H](c3ccc(-c4ccc(C(C)=O)cc4)c(OC)c3)N3CCCC[C@@]3(C(=O)OC)[C@@H]2C1=O
    9, -13%, -19%, /, -2%, -11%
CC(=O)N(C)c1ccc(NS(=O)(=O)Cc2ccccc2)cc1
    9, ?, -1%, -4%, -6%, -14%
CS(=O)(=O)c1cccc(C(=O)OCC(=O)c2ccc3c(c2)OCCO3)c1
    19, -10%, -2%, /, 6%, -19%
O=C(CCCc1ccccc1)N1CCN(C2CCCCC2)CC1
    73, 1%, 9%, 12%, 12%, 2%
COC1=C(OC)c2ccccc2C(C(=O)O)N/C1=C(/C)Nc1ccncc1 (configuration not stated)
    -14, -6%, -7%, -5%, 3%, -17%
COc1ccc(/C(N)=N/OC(=O)Cc2ccccc2OC)cc1
    -10, -8%, 0%, 1%, -17%, -22%
O=c1cc(-c2ccccc2Cl)oc2c(NS(=O)(=O)c3cccs3)ccc(O)c12
    ?, 12%, 7%, 3%, -21%, ?
Cn1c(=O)c2c(nc(SCc3ccc(C(=O)O)cc3)n2C)n(C)c1=O
    24, ?, -3%, -2%, 17%, -12%
CCOc1ccc(NC(=S)N2CCN(S(=O)(=O)c3ccc(C)cc3)CC2)cc1
    -33, -11%, -4%, -9%, -1%, -41%
COc1cc(Cl)c(C)cc1NC(=O)c1cnc(N2CCCCC2)c2ccccc12
    1, -6%, 0%, /, /, /
CC1CCCC(NC(=O)CSc2n[nH]c(=O)n2Cc2ccccc2)C1C (configuration not stated)
    72, /, /, /, 1%, 2%
Cc1nc2cccnc2n1-c1cccc(C(=O)NCCc2ccc(S(N)(=O)=O)cc2)c1
    42, 16%, 0%, /, /, /
CC(C)(C)c1ccc(OC(=O)CN2C(=O)C3C4CCC(C4)C3C2=O)cc1 (configuration not stated)
    51, ?, -8%, -3%, 12%, -15%
CCC(C)N1CCNCC1 (configuration not stated)
    -11, 0%, /, -8%, 8%, -13%
Cc1c(NC(=O)/C(C#N)=C/c2ccc(-c3ccc(Cl)cc3)o2)c(=O)n(-c2ccccc2)n1C
    ?, -4%, -10%, 0%, ?, 84%[activator]
Cn1c(=O)n(C)c2cc(/C=C3/NC(=O)N(Cc4ccccc4)C3=O)ccc21
    100, -2%, -9%, 1%, ?, -20%
CCOc1cc(-c2cc(-c3ccc(C)o3)nc(N)c2C#N)ccc1O
    -10, -2%, -24%, -1%, ?, -45%
O=C(N/N=C/c1ccc(OC(=O)c2cccs2)cc1)c1ccccn1
    23, ?, -18%, -4%, 11%, -16%
CCc1cc(-c2n[nH]c(C)c2-c2ccccc2Cl)c(O)cc1OC
    ?, 3%, 4%, -20%, ?, -39%
CNc1nc(Cl)c(SC)c(NC2CCCCC2)n1
    -29, ?, 0%, 4%, -17%, 39%
O=C(Cn1[nH]c(=O)c2ccccc2c1=O)Nc1cccc(-c2nnc3n2CCCCC3)c1
    51, ?, -1%, 7%, -2%, -14%
Cc1ccc(CNc2ccc3cc(S(=O)(=O)N4CCCCC4)ccc3n2)cc1
    -1, 4%, 12%, /, /, /
Cc1ccc(-n2nc3c(c2NC(=O)c2ccc4c(c2)OCO4)CSC3)c(C)c1
    11, -1%, -3%, 3%, -13%, -22%
CCCC(=O)NCc1nc2ccccc2n1CC(=O)c1ccccc1
    ?, 0%, -6%, -1%, 11%, 1%
CCOC(=O)c1ccccc1NC(=O)CSc1nc(N)cc(N)n1
    -14, -3%, 1%, 7%, -2%, -27%
COc1ccc(C(=O)CSc2nnc(CNc3ccc(F)cc3)o2)cc1
    ?, ?, 0%, -1%, ?, -19%
COc1ccc(NC(=O)C2(S(=O)(=O)c3ccc(C)cc3)CC2)cc1OC
    2, ?, 1%, 7%, 9%, 4%
Cc1ccc(S(=O)(=O)CC(=O)Nc2nc(C(C)(C)C)cs2)cc1
    14, -2%, 3%, -1%, 2%, -40%
COc1ccc(Cl)cc1C(=O)NNC(=O)CNC(=O)c1ccco1
    -99*, /, /, /, 5%, -10%
C=CCn1c(Cc2ccccc2)n[nH]c1=S
    -15, 4%, 10%, ?, 5%, -18%
CCCc1cnc2c(c1SCC(=O)Nc1ccc([N+](=O)[O-])cc1)c(=O)n(C)c(=O)n2C
    2, 4%, -1%, /, /, /
CCOC(=O)C1CCCN(CC(=O)Nc2ccc(C(=O)Nc3ccccc3OC)cc2)C1 (configuration not stated)
    -20, ?, -11%, /, 11µM*, 69%[activator]
COc1ccc(/C=N/NC(=O)c2[nH]c(C)c(C(=O)N/N=C/c3ccc(OC)cc3)c2C)cc1
    -35, ?, 0%, 4%, ?, -17%
Cc1ccccc1-c1noc(-c2cccnc2N2CCN(c3ccccc3)CC2)n1
    8, 18%, 3%, /, /, /
COC(=O)C1=NN(c2ccc(OC)cc2)C2C(=O)N(c3ccccc3OC)C(=O)C12 (configuration not stated)
    45, 2%, -4%, -1%, 14%, 32%
Cc1ccc(-c2nn3c(-c4ccccc4)nnc3c3ccccc23)cc1
    77, 19%, -4%, /, /, /
Cc1ccccc1-c1ccc(C(=O)NCc2ccccc2)o1
    72, 0%, -4%, 2%, -4%[8.37 µM], -23%
CC(C)CN(C(=O)CN1CCOCC1)c1c(N)n(CC(C)C)c(=O)[nH]c1=O
    -72*, -7%, -9%, 3%, 4%, -1%
COc1ccc(CCNC(=O)c2ccc(Cl)cc2)cc1
    48, -6%, -15%, 1%, -5%, -19%
COC(=O)c1ccc(NC(=O)c2cccc(C)c2)cc1
    41, 5%, 89µM*, -1%, 2%, -13%

# Next results follow.
# Each structure is followed by: HCMV antiviral, AmpC inh detg, Sm TGR inh, FBPA Giardia inh, HCV inhibitor, AmpC inh no detg
CCCS(=O)(=O)c1nc(S(=O)(=O)c2ccc(C)cc2)c(N2CCc3ccccc3C2)s1
    ?, ?, 25µM*, -6%, ?, -20%
O=c1oc(-c2ccc(Br)cc2)nc2ccccc12
    132, -10%, -10%, 1%, 14%, -8%
Cc1n[nH]c(C)c1S(=O)(=O)N1CCCC(C(=O)NCc2ccc(F)cc2)C1 (configuration not stated)
    -10, 4%, 4%, 1%, ?, -4%
Cc1ccc(-c2nnc3c4ccccc4c(C)nn23)cc1NC(=O)c1ccccc1Cl
    22, 28%, -2%, /, /, /
CCOC(=O)c1csc(NC(=O)Nc2cccc(Cl)c2)n1
    ?, ?, -11%, -4%, -11%, -24%
CCC(Sc1nncn1C)C(=O)Nc1cc(C)on1 (configuration not stated)
    -36, 6%, 12%, 1%, 4%, -12%
O=C(Nc1ccc(F)cc1F)c1c(C(F)(F)F)ccnc1Oc1ccc(Cl)cc1
    13, -4%, -3%, 4%, 9%, -18%
COc1ccc(-c2c3c(nc4sc(C(=O)Nc5ccc(Cl)cc5)c(N)c24)CC(C)(C)CC3=O)cc1
    2, -1%, -8%, /, /, /
COc1ccc(C(CC(=O)N2CCCCC2)c2c(OC)cc(OC)c3c(-c4ccccc4)cc(=O)oc23)cc1 (configuration not stated)
    19, 2%, ?, -1%, ?, 61%[activator]
CC(C)(C)OC(=O)NCc1ccc(CNC(=O)c2nc[nH]c2C(=O)NCc2ccccc2)cc1
    0, 5%, 1%, /, ?, 26%
O=C(Nc1ccc(NC(=O)C2CCCN2C(=O)OCc2ccccc2)cc1)c1ccco1 (configuration not stated)
    ?, 2%, 3%, 7%, 12%, -11%
Nc1ccc2ncccc2c1
    -21, -1%, -4%, 2.2µM*, 6%, -8%
Cn1c(COc2ccccc2)nnc1SCCSc1nnc(COc2ccccc2)n1C
    -65*, ?, -2%, 3%, ?, -12%

# 6 compounds picked at random from the list so far, as already listed:
# Each structure is followed by: HCMV antiviral, AmpC inh detg, Sm TGR inh, FBPA Giardia inh, HCV inhibitor, AmpC inh no detg
COC1=C(OC)c2ccccc2C(C(=O)O)N/C1=C(/C)Nc1ccncc1 (configuration not stated)
    -14, -6%, -7%, -5%, 3%, -17%
COc1cc(C(=O)NCc2ccc3c(c2)cc(C)n3C)cc(OC)c1OC
    78, 5%, 13%, -5%, ?, 37%
Cc1cc(C)cc(OCC(=O)Nc2cccc(-c3nc4ccccc4[nH]3)c2)c1
    25, -2%, 10%, /, /, /
CCCS(=O)(=O)c1nc(S(=O)(=O)c2ccc(C)cc2)c(N2CCc3ccccc3C2)s1
    ?, ?, 25µM*, -6%, ?, -20%
CCc1cc(-c2n[nH]c(C)c2-c2ccccc2Cl)c(O)cc1OC
    ?, 3%, 4%, -20%, ?, -39%
O=C(Cn1[nH]c(=O)c2ccccc2c1=O)Nc1cccc(-c2nnc3n2CCCCC3)c1
    51, ?, -1%, 7%, -2%, -14%

# High-throughput results from PubChem.
